NTMT1 inhibitor: Primary qHTS for Inhibitors of N-terminal methyltransferase 1 (NTMT1): MTaseGlo Assay | NTMT1 MTase-Glo SAH luminescence, purified enzyme | Potency, µM (doses to about 114 µM), for the others: at the highest dose activity change, negative = inhibition, most hits filed as inhibitors | 59,000 compounds, 2.5% hits | AID 1645870, 2021;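 further: potency means the concentration at half of the fitted maximal effect; plate controls were DMSO vehicle for no effect and no enzyme for full effect; nearly all actives have a fitted effect of over 65% in size; many of its hits are not listed in these tables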
Target sequence (Q9BV86 whole entry, looked up): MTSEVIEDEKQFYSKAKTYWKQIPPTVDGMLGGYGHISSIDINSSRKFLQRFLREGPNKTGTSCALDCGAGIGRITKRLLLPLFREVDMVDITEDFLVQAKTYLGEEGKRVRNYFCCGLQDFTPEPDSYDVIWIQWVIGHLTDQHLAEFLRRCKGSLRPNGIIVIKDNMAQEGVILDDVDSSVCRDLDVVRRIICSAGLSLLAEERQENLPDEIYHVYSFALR
B2AR arrestin ag: qHTS assay of beta-arrestin-biased ligands of beta2-adrenergic receptor: NCGC Sytravon Library Screen. Beta-2 adrenergic receptor (Homo sapiens), P07550. HTLA Tango cells, beta-arrestin recruitment, luciferase luminescence, 18 h. Potency, µM (titrated, usually from 46.1 µM), for inactives: at the top dose activation, actives largely listed as activators. 44,000 tested, under 10 active;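 further: potency means the concentration at half of the fitted maximal effect; 0% = DMSO and full agonism = EC100 isoproterenol or metaproterenol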
Target sequence (P07550 whole entry, looked up): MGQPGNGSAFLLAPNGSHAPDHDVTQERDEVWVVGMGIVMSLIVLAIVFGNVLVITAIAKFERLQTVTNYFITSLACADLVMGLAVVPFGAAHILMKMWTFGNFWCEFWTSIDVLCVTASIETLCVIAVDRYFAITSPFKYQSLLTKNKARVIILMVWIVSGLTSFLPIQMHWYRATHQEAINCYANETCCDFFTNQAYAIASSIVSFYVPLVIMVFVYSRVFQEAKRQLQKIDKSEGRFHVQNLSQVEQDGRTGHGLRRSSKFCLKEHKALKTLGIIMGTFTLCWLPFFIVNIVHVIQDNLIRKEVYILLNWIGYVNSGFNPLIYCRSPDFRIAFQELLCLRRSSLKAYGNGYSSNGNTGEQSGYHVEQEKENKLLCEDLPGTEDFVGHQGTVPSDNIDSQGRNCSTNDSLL
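Tango cells expressing recombinant beta2-AR and beta-arrestin were treated with compounds (up to 46 microM titration) in DMEM with 1% FBS for 18 hr at 37 degrees C. Beta-arrestin recruitment drove tTA-dependent luciferase, read by luminescence; curves were fitted and classed.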
TSG101-PTAP inh: qHTS Validation Assay for Inhibitors of HIV-1 Budding by Blocking the Interaction of PTAP/TSG101: Sytravon Library Screen | Tumor susceptibility gene 101 protein (Homo sapiens), Q99816 | Fluorescence polarization, FITC-PTAP peptide/Tsg101, 20 min | Potency, µM (highest dose often 115 µM), without a hit: top-dose activity change, negative = inhibition, most hits filed as inhibitors | 44,000 tested, under 10 active | AID 1347069, 2019; further: potency means the concentration at half of the fitted maximal effect; 0% is about no effect
Target sequence (Q99816 whole entry, looked up): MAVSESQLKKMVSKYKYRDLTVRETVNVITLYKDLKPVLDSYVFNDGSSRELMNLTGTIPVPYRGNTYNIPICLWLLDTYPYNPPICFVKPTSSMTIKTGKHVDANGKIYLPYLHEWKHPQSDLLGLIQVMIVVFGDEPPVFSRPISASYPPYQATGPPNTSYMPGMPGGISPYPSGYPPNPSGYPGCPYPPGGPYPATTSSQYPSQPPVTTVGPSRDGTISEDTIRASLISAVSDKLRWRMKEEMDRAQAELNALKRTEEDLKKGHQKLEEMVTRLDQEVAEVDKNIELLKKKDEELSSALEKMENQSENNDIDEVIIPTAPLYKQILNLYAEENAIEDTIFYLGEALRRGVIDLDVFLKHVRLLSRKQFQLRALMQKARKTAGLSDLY
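Read-out is FITC fluorescence polarization. Compounds were added to Tsg101 binding domain (10 uM final), then FITC-PTAP peptide (50 nM final), 20 min at r.t. Total S+P intensity flags fluorescent compounds.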
GALK inh: qHTS Assay for Inhibitors of Human Galactokinase (GALK): NCGC Sytravon Library Screen | P51570 | AID 1347072, 2019 | Potency, µM (doses to about 57.5 µM), without a hit: at the top dose activity, negative = inhibition, actives largely listed as inhibitors | recombinant GALK, Kinase-Glo ATP luminescence, 1 h | 44,000 tested, under 10 active;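 further: plate controls were full GALK reaction for no effect and reaction lacking GALK for full effect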
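5 nM GALK with 35 µM ATP and 100 µM galactose in HEPES pH 8.0, MgCl2, NaCl, DTT, BSA; 1 h RT reaction, remaining ATP detected by Kinase-Glo Plus luminescence after 10 min; qHTS concentration series.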
p53null 39C tox: qHTS Screen for Compounds that Selectively Target Cancer Cells with p53 Mutations: Cytotoxicity of p53 Null Cells at the Nonpermissive Temperature | H1299 p53-null (neo) cells, 39C, ATPlite viability, 24 h | Potency, µM (doses to about 46.1 µM), for the others: at the highest dose activity, negative = cell killing, actives largely listed as cytotoxic | 55,000 compounds, 0.97% hits;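 further: potency means the concentration at half of the fitted maximal effect; 0% = DMSO only and -100% = full killing by 100 µM tamoxifen; nearly all actives have a fitted effect of over 50% in size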
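Cells seeded at 600/well, 37C overnight. Compound added (up to 46 uM), plates shifted to 39C for 24 hr. ATPlite added, luminescence read after 20 min at room temperature.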
p53null 32C tox: qHTS Screen for Compounds that Selectively Target Cancer Cells with p53 Mutations: Cytotoxicity of p53 Null Cells at the Permissive Temperature | H1299-neo p53 null cells, ATP luminescence, 24 h, 32C | Potency, µM (highest dose often 46.1 µM), without a hit: at the top dose activity change, negative = cytotoxicity, most hits filed as cytotoxic | 55,000 compounds, 0.62% hits | AID 903, 2007;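 further: potency means the concentration at half of the fitted maximal effect; 0% = DMSO only and -100% = full killing by 100 µM tamoxifen; nearly all actives have a fitted effect of over 55% in size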
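Overnight 37C seeding (600 cells/well) of H1299-neo preceded a 24 hr, 32C exposure to compounds up to 46 uM. ATP levels, read by luminescence after 20 min at RT, indicated surviving cells.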
FH mod: Identification of activators of human fumarate hydratase by quantitative high-throughput screening | Fumarate hydratase, mitochondrial (Homo sapiens), P07954 | FH coupled MDH/diaphorase resazurin fluorescence, 15 min | Potency, µM (highest dose often 79.9 µM), for the others: at the top dose activity change, negative = inhibition, usual class: inhibitors | 54,000 compounds, 0.22% hits | AID 1347055, 2019; further: potency means the concentration at half of the fitted maximal effect; on the % scale 0 is the no-effect control and ±100 the full control effect; the screen sought activators but most active calls are inhibition curves; nearly all actives have a fitted effect of over 45% in size
Starred values were filed as active, the others as inactive; ? = inconclusive; nt = not tested or not shown; [ ] = another dose, or the depositor's remark. The call rests on the fitted dose curve; in most records, active means well fitted curve in the direction sought with a large enough effect; inconclusive means small, poorly fitted or top-dose-only effect, or another doubt; inactive means no such curve, though single readings can be large; an effect the other way counts as inactive or inconclusive. The list is partial; the hit share may differ from the screen's.

Second line of a record – NTMT1 inhibitor	B2AR arrestin ag	TSG101-PTAP inh	GALK inh	p53null 39C tox	p53null 32C tox	FH mod
1	O=[N+]([O-])c1ccc(C(c2sc3nc(-c4ccco4)nn3c2O)N2CCC3(CC2)OCCO3)cc1 (stereo not drawn)
    -8%	-3%	1%	-1%	25%	-10%	-22%
2	COc1cccc(NC(=O)C2=C(C)C(=O)OC23CCN(C(C)=O)CC3)c1
    -28%	0%	-3%	2%	-9%	5%	8%
3	O=S(=O)(c1ccccc1)N1CCC(c2ccncc2)CC1
    ?	-2%	-2%	4%	-1%	-6%	-29%
4	CC(NC(=O)c1ccc2c(c1)CCN2S(=O)(=O)c1ccccc1)c1ccccc1 (stereo not drawn)
    21%	-1%	-6%	7%	-22%	2%	-19%
5	CCOc1ccc(CN2C(=O)c3ccccc3Sc3ccc(C(=O)NCCCN4CCOCC4)cc32)cc1
    -15%	1%	-2%	7%	?	8%	-22%
6	COc1ccc(N2CCN(S(=O)(=O)c3csc(C(N)=O)c3)CC2)cc1
    2%	0%	1%	4%	-7%	-6%	-14%
7	O=C(CSc1oc(-c2cccs2)nc1S(=O)(=O)c1ccccc1)Nc1ccc(F)cc1
    ?	0%	0%	-6%	-4%	-11%	?
8	COc1ccc(NC(=O)Cn2c(=O)cc(C)c3c(C)nn(-c4cccc(Cl)c4C)c32)cc1OC
    -28%	5%	-1%	-1%	8%	12%	-6%
9	CC(C)Oc1ccc(CNC(=O)CCCN2C(=O)c3cccnc3Oc3ccc(Cl)cc32)cc1
    11%	0%	-3%	2%	-21%	-5%	-8%
10	COc1ccc(NC(=O)CSc2nc(-c3cccs3)cc(C(F)(F)F)n2)c(OC)c1
    4%	-1%	0%	3%	-4%	8%	-11%

Continued, starting with the last five of the part before.
Second line of a record – NTMT1 inhibitor	B2AR arrestin ag	TSG101-PTAP inh	GALK inh	p53null 39C tox	p53null 32C tox	FH mod
6	COc1ccc(N2CCN(S(=O)(=O)c3csc(C(N)=O)c3)CC2)cc1
    2%	0%	1%	4%	-7%	-6%	-14%
7	O=C(CSc1oc(-c2cccs2)nc1S(=O)(=O)c1ccccc1)Nc1ccc(F)cc1
    ?	0%	0%	-6%	-4%	-11%	?
8	COc1ccc(NC(=O)Cn2c(=O)cc(C)c3c(C)nn(-c4cccc(Cl)c4C)c32)cc1OC
    -28%	5%	-1%	-1%	8%	12%	-6%
9	CC(C)Oc1ccc(CNC(=O)CCCN2C(=O)c3cccnc3Oc3ccc(Cl)cc32)cc1
    11%	0%	-3%	2%	-21%	-5%	-8%
10	COc1ccc(NC(=O)CSc2nc(-c3cccs3)cc(C(F)(F)F)n2)c(OC)c1
    4%	-1%	0%	3%	-4%	8%	-11%
11	CCOC(=O)C1CCN(c2csc3ccc(C)cc3c2=O)CC1
    ?	-1%	-11%	-3%	-12%	-8%	0%
12	COc1ccc(CC(=O)Nc2ccc3nc(Nc4ccc(OC)cc4)cc(C)c3c2)cc1
    11%	-1%	23%	-3%	-26%	-5%	-12%
13	CCC1(C)Cc2c(sc3nc(SC)n(-c4ccc(C)cc4)c(=O)c23)CO1 (stereo not drawn)
    0%	-2%	-5%	0%	6%	2%	-3%
14	Cc1cccc(CNC(=O)CN2C(=O)CCn3nc(-c4cn(C)c5ccccc45)cc32)c1
    -21%	1%	0%	1%	-20%	6%	-4%
15	CCOC(=O)c1ccc(Nc2nc3ccccc3n3c(C)nnc23)cc1
    6%	0%	0%	-12%	?	12%	12%
16	NC(=O)c1c(NC(=O)c2cc(-c3ccc(F)cc3)on2)sc2c1CCCC2
    -7%	-2%	2%	3%	-19%	4%	9%
17	COc1ccc(OC)c(-c2noc(N3CCN(c4cc(C)ccc4C)CC3)n2)c1
    1%	1%	-4%	3%	-11%	-1%	-16%
18	Cc1ccc(S(=O)(=O)c2nnn3c2nc(NCc2ccccc2)c2sccc23)cc1
    -7%	-1%	-1%	0%	-25%	-17%	8%
19	O=C(O)CC1c2ccccc2CCN1C(=O)Nc1cc(Cl)ccc1Cl (stereo not drawn)
    6%	0%	-12%	-4%	-6%	-1%	-6%
20	COc1ccc(NC(=O)Cn2c(CCC(=O)O)ccc2-c2ccccc2)cc1Cl
    -7%	0%	1%	-2%	-12%	-1%	17%
21	CCOc1cc(CNC(=O)c2cc(-c3ccc(Cl)s3)nc3ccccc23)ccc1OC
    -6%	1%	3%	2%	-16%	2%	5%
22	Cc1ccn2c(=O)c(C(=O)Nc3ccc(F)c(C(F)(F)F)c3)cnc2c1
    -1%	1%	0%	3%	14%	-5%	2%
23	Cc1cc(NS(=O)(=O)c2ccc(NC(=O)COc3c(C)ccc(C)c3C)cc2)nc(C)n1
    nt	0%	-3%	7%	-17%	4%	nt
24	CCOc1ccc(S(=O)(=O)Nc2ccc(-c3ccc(N4CCCC4)nn3)cc2)cc1
    nt	0%	0%	-2%	2%	0%	nt
25	Cc1ccc2c(c1)N(C(=O)N1CCC(C(=O)NCc3cccs3)CC1)CC(C)O2 (stereo not drawn)
    3%	1%	-3%	3%	-7%	1%	10%
26	COc1ccc(-c2cnnn2-c2ccc(NC(=O)c3ccc(S(=O)(=O)N(C)C)cc3)cc2)cc1
    12%	-1%	-3%	2%	2%	3%	11%
27	Cc1cc(C(=O)NCc2ccccc2)c2c(C)nn(-c3cccc(Cl)c3C)c2n1
    -1%	2%	0%	3%	-23%	-1%	4%
28	CCOc1ccc(NC(=O)c2sc(-n3nc(C)c(CCC(C)C)c3C)nc2C)cc1
    6%	-3%	0%	4%	12%	-5%	?
29	COc1cc(NC(=O)CCCN2C(=O)CCn3nc(-c4cn(C)c5ccccc45)cc32)cc(OC)c1
    -14%	0%	0%	-1%	-17%	1%	-31%
30	CCOC(=O)c1cccc(NC(=O)c2ccc3nc(Cc4ccccc4)oc3c2)c1
    -11%	2%	-1%	-2%	17%	9%	?

Two entries picked at random from those above, as already listed:
Second line of a record – NTMT1 inhibitor	B2AR arrestin ag	TSG101-PTAP inh	GALK inh	p53null 39C tox	p53null 32C tox	FH mod
4	CC(NC(=O)c1ccc2c(c1)CCN2S(=O)(=O)c1ccccc1)c1ccccc1 (stereo not drawn)
    21%	-1%	-6%	7%	-22%	2%	-19%
10	COc1ccc(NC(=O)CSc2nc(-c3cccs3)cc(C(F)(F)F)n2)c(OC)c1
    4%	-1%	0%	3%	-4%	8%	-11%

Next section:
Second line of a record – NTMT1 inhibitor	B2AR arrestin ag	TSG101-PTAP inh	GALK inh	p53null 39C tox	p53null 32C tox	FH mod
31	Cn1cc(-c2cc3n(n2)CCC(=O)N3CC(=O)NCc2ccccc2)c2ccccc21
    -16%	0%	4%	-1%	-4%	0%	-3%
32	CCOc1ccc(C2C(C(N)=O)=C(C)Nc3nc(-c4cccc(Cl)c4)nn32)cc1OC (stereo not drawn)
    -7%	-2%	-4%	1%	1%	3%	-7%
33	CC(=O)Nc1ccc2nc(SCCOc3ccccc3)sc2c1
    -11%	-5%	0%	5%	-10%	-2%	-5%
34	COc1ccccc1N1CCN(CCCNC(=O)Cn2ncc3c([nH]c4ccccc43)c2=O)CC1
    -10%	-1%	5%	-2%	15%	-5%	-3%
35	COc1ccccc1CNC(=O)CN1C(=O)CCn2nc(-c3ccccc3)cc21
    10%	0%	-4%	0%	0%	-3%	-5%
36	COc1ccc(/C=C/C(=O)Nc2ccc(Cl)c(Cl)c2)cc1OC
    -4%	-1%	1%	2%	?	7%	?
37	CCc1ccc(NC(=O)c2ccc(F)c(S(=O)(=O)N3CCC4(CC3)OCCO4)c2)cc1
    -6%	0%	1%	2%	-1%	20%	-21%
38	CCOC(=O)c1c(C)[nH]c(C)c1S(=O)(=O)NCC(=O)Nc1cc(C)ccc1OC
    6%	2%	-9%	1%	-18%	0%	-4%
39	CCCn1cc(S(=O)(=O)c2ccc(CC)cc2)c(=O)c2ccccc21
    -10%	1%	-3%	-10%	-14%	-2%	5%
40	CCc1ccc(Sc2cc(C(=O)NC(C)CC)c3ccccc3n2)cc1 (stereo not drawn)
    2%	0%	-4%	1%	6%	5%	-18%

4 neighbouring entries already listed, for reference:
Second line of a record – NTMT1 inhibitor	B2AR arrestin ag	TSG101-PTAP inh	GALK inh	p53null 39C tox	p53null 32C tox	FH mod
31	Cn1cc(-c2cc3n(n2)CCC(=O)N3CC(=O)NCc2ccccc2)c2ccccc21
    -16%	0%	4%	-1%	-4%	0%	-3%
32	CCOc1ccc(C2C(C(N)=O)=C(C)Nc3nc(-c4cccc(Cl)c4)nn32)cc1OC (stereo not drawn)
    -7%	-2%	-4%	1%	1%	3%	-7%
33	CC(=O)Nc1ccc2nc(SCCOc3ccccc3)sc2c1
    -11%	-5%	0%	5%	-10%	-2%	-5%
34	COc1ccccc1N1CCN(CCCNC(=O)Cn2ncc3c([nH]c4ccccc43)c2=O)CC1
    -10%	-1%	5%	-2%	15%	-5%	-3%

Carrying on:
Second line of a record – NTMT1 inhibitor	B2AR arrestin ag	TSG101-PTAP inh	GALK inh	p53null 39C tox	p53null 32C tox	FH mod
41	CCCCC(CC)CNC(=O)CCCCn1c(=O)[nH]c2ccsc2c1=O (stereo not drawn)
    9%	1%	4%	-5%	13%	8%	-22%
42	CCOc1ccc(NC(=O)NCCCN2CCN(c3ccc(F)cc3)CC2)cc1
    -1%	-2%	4%	2%	9%	7%	-3%
43	Cc1ccc(CNS(=O)(=O)c2c(C)nc3scc(C)n3c2=O)cc1
    nt	1%	-6%	2%	-12%	0%	nt
44	CCC(=O)N1c2ccc(S(=O)(=O)CCC(=O)NCc3cccc(OC)c3)cc2CC1C (stereo not drawn)
    3%	0%	3%	0%	22%	2%	0%
45	COc1ccccc1-c1nnc(C2CCN(C(=O)c3ccc(C)cc3)CC2)o1
    31%[activator]	-2%	1%	8%	13%	?	-1%
46	CCN1CCN(Cc2c(O)ccc3oc(C)c(C(=O)Nc4cccc(Cl)c4C)c23)CC1
    nt	6%	0%	0%	6%	10%	nt
47	O=C(NC1CC(=O)N(c2ccc(F)cc2)C1)C1CCCC1 (stereo not drawn)
    1%	-4%	-5%	-3%	3%	2%	2%
48	Cn1nc(C(=O)NCc2ccc(F)cc2)c2c1-c1ccccc1SC2
    ?	-3%	-6%	4%	49%[activator]	27%	-21%

Screening data (PubChem)
